Source: PubChem BioAssay
LYPLA1 inh: LYPLA1 inhibitors, primary screen, counter-screen for PME1 inhibitor project, biochemical, fluorescence polarization, FP-Rh probe ABPP; recombinant LYPLA1; actives 0.16% (n = 320,000); inhibition, % at 5.9 µM;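 active = inhibition above the mean of all tested compounds plus 3 SD, set per campaign, cut at about 14% in these data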;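 note: inhibitors block serine hydrolase probe labeling of LYPLA1 so polarization falls; 0% = enzyme with DMSO and 100% = wells lacking LYPLA1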
LYPLA2 counter: LYPLA2 inhibitors, primary screen, counter-screen for PME1 inhibitor project, biochemical, fluorescence polarization, FP-Rh probe ABPP; Acyl-protein thioesterase 2 (Homo sapiens), O95372; recombinant LYPLA2; inhibition, % at 5.9 µM; actives 0.38% (n = 320,000); AID 2177, 2009;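 active = inhibition above the screen-wide mean plus 3 SD, limit set per campaign, cut at about 26% in these data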;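 note: 0% = LYPLA2 with DMSO and 100% = wells lacking LYPLA2 enzyme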
PAFAH1B3 inh: PAFAH1B3 enzyme inhibitors, primary screen, biochemical, fluorescence polarization, human; recombinant PAFAH1B3, FP-rhodamine probe; inhibition, % at 3.39 µM; actives 0.28% (n = 340,000); AID 492972, 2010;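 active = inhibition above the screen-wide average of all tested compounds plus 3 SD, cut at about 25% in these data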;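 note: 0% = enzyme with DMSO only and 100% = wells lacking PAFAH1B3 protein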
ZTA counter: counter-screen for EBNA-1 inhibitors: inhibitors of Epstein-Barr virus ZTA; P03206; ZTA-DNA binding, fluorescence polarization; inhibition, % at 11 µM; actives 0.15% (n = 320,000); in the data active = inhibition above about 33%
PREPL inh: PREPL enzyme inhibitors, primary screen, biochemical, fluorescence polarization. Prolyl endopeptidase-like (Homo sapiens), Q4J6C6. recombinant PREPL, fluorescence polarization activity-based probe. inhibition, % at 5.96 µM. actives 0.68% (n = 320,000); in the data active = inhibition above about 43%;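 note: 0% = enzyme with DMSO and 100% = wells lacking enzyme; many of its hits are not listed in these tables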
Target sequence (Q4J6C6 whole entry, looked up): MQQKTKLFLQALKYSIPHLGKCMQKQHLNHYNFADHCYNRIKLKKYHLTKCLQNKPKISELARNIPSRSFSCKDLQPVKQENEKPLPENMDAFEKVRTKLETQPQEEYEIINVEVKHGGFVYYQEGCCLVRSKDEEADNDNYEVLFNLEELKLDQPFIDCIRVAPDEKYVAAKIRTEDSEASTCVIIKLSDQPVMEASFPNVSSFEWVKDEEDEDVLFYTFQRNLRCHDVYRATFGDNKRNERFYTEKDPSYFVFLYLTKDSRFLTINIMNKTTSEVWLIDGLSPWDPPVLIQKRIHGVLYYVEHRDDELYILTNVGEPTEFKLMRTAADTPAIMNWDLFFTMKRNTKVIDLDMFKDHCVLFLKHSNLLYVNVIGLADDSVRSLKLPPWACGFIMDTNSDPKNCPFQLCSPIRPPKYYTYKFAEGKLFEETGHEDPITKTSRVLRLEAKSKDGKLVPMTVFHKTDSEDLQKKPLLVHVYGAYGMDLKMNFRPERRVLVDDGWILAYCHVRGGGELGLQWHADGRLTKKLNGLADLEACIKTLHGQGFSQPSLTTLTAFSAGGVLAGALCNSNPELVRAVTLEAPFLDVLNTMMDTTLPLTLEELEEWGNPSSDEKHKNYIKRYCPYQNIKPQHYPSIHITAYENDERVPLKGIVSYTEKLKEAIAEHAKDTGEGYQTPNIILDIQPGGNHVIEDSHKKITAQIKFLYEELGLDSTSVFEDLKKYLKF
PAFAH2 inh: PAFAH2 enzyme inhibitors, primary screen, biochemical, fluorescence polarization, human. Platelet-activating factor acetylhydrolase 2, cytoplasmic (Homo sapiens), Q99487. recombinant PAFAH2, FP-rhodamine activity probe. inhibition, % at 3.39 µM. actives 0.99% (n = 340,000). AID 492956, 2010;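 active = inhibition above the mean over all tested compounds plus 3 SD, cut at about 30% in these data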;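 note: inhibitors block probe labeling of enzyme so polarization drops; 0% = enzyme with DMSO and 100% = wells lacking PAFAH2 protein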
pPAFAH FP inh: pPAFAH enzyme inhibitors, primary screen, biochemical, fluorescence polarization, human | Platelet-activating factor acetylhydrolase (Homo sapiens), Q13093 | recombinant pPAFAH, FP-rhodamine probe fluorescence polarization | inhibition, % at 3.39 µM | actives 1.5% (n = 330,000) | AID 463082, 2010;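 active = inhibition above the mean inhibition across the screen plus 3 SD, cut at about 25% in these data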;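 note: inhibitors block binding of the rhodamine activity-based probe so polarization drops; 0% = enzyme with DMSO and 100% = wells lacking pPAFAH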
EBNA-1 inh: EBNA-1 DNA-binding inhibitors, primary screen, biochemical, fluorescence polarization; actives 0.34% (n = 300,000); inhibition, % at 14.8 µM; in the data active = inhibition above about 28%
PAFAH1B2 inh: PAFAH1B2 enzyme inhibitors, primary screen, biochemical, fluorescence polarization, human; recombinant PAFAH1B2, FP-rhodamine activity probe; inhibition, % at 3.39 µM; Platelet-activating factor acetylhydrolase IB subunit alpha2 (Homo sapiens), P68402; actives 1.2% (n = 340,000);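 active = inhibition above the mean of all tested compounds plus 3 SD, cut at about 24% in these data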;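 note: 0% = enzyme with DMSO and 100% = wells lacking PAFAH1B2; many of its hits are not listed in these tables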
Target sequence (P68402 whole entry, looked up): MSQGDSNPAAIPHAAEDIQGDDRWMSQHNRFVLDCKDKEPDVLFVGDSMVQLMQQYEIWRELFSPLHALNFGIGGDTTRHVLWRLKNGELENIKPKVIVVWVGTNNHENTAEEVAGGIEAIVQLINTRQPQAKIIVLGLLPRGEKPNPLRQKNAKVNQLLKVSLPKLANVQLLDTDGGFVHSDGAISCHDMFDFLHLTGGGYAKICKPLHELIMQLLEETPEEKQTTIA
* = called active by the depositor; . = no result given. Only part of the results is shown; count on the stated rates, not on these rows.

Preview:
SMILES | LYPLA1 inh | LYPLA2 counter | PAFAH1B3 inh | ZTA counter | PREPL inh | PAFAH2 inh | pPAFAH FP inh | EBNA-1 inh | PAFAH1B2 inh
CN(C)S(=O)(=O)c1ccc(C(=O)OCC(=O)NC(=O)NCc2ccccc2)cc1 | -0.2 | 2.4 | 4.3 | 6.8 | 3.5 | 1.5 | 7.1 | 5.8 | 2.5
COc1ccc(N(C(=O)c2csnn2)C(C(=O)NC2CCCC2)c2cccs2)cc1 (stereo unspecified) | 0.0 | -3.2 | -0.3 | 9.6 | 1.5 | 1.0 | 3.7 | 0.2 | 0.2
CC1(C)CC2CC(C)(CN2S(=O)(=O)c2ccc(N)cc2)C1 (stereo unspecified) | -3.5 | -4.2 | -4.3 | 0.4 | 7.7 | -3.6 | 5.9 | 0.9 | 20.4
Cc1nn(C)c(C)c1C1C(C#N)=C(N)OC2=C1C(=O)CC(C)(C)C2 (stereo unspecified) | 3.6 | 8.2 | 4.0 | 13.7 | -5.4 | 8.4 | 8.3 | -3.5 | 4.5
O=C(NC1CCCCC1)C(c1ccccc1)N(C(=O)c1csnn1)C1CC1 (stereo unspecified) | -1.7 | -4.2 | -1.6 | 0.5 | 2.8 | -2.6 | 6.9 | 5.6 | 5.3
CC(=O)c1ccc(NC(=O)N2CCN(c3ccc(C)cc3)C(C)C2)cc1 (stereo unspecified) | -1.2 | 13.5 | -2.6 | -4.5 | 21.2 | 10.2 | -4.2 | 6.2 | 3.9
Cc1ccc(-c2nnn(CC(=O)N3C(C)CCCC3C)n2)cc1 (stereo unspecified) | -2.0 | -0.3 | 3.3 | 10.5 | 5.1 | -2.8 | 0.4 | 4.1 | 2.6

Main list, from the start:
SMILES | LYPLA1 inh | LYPLA2 counter | PAFAH1B3 inh | ZTA counter | PREPL inh | PAFAH2 inh | pPAFAH FP inh | EBNA-1 inh | PAFAH1B2 inh
CN(C)S(=O)(=O)c1ccc(C(=O)OCC(=O)NC(=O)NCc2ccccc2)cc1 | -0.2 | 2.4 | 4.3 | 6.8 | 3.5 | 1.5 | 7.1 | 5.8 | 2.5
COc1ccc(N(C(=O)c2csnn2)C(C(=O)NC2CCCC2)c2cccs2)cc1 (stereo unspecified) | 0.0 | -3.2 | -0.3 | 9.6 | 1.5 | 1.0 | 3.7 | 0.2 | 0.2
CC1(C)CC2CC(C)(CN2S(=O)(=O)c2ccc(N)cc2)C1 (stereo unspecified) | -3.5 | -4.2 | -4.3 | 0.4 | 7.7 | -3.6 | 5.9 | 0.9 | 20.4
Cc1nn(C)c(C)c1C1C(C#N)=C(N)OC2=C1C(=O)CC(C)(C)C2 (stereo unspecified) | 3.6 | 8.2 | 4.0 | 13.7 | -5.4 | 8.4 | 8.3 | -3.5 | 4.5
O=C(NC1CCCCC1)C(c1ccccc1)N(C(=O)c1csnn1)C1CC1 (stereo unspecified) | -1.7 | -4.2 | -1.6 | 0.5 | 2.8 | -2.6 | 6.9 | 5.6 | 5.3
CC(=O)c1ccc(NC(=O)N2CCN(c3ccc(C)cc3)C(C)C2)cc1 (stereo unspecified) | -1.2 | 13.5 | -2.6 | -4.5 | 21.2 | 10.2 | -4.2 | 6.2 | 3.9
Cc1ccc(-c2nnn(CC(=O)N3C(C)CCCC3C)n2)cc1 (stereo unspecified) | -2.0 | -0.3 | 3.3 | 10.5 | 5.1 | -2.8 | 0.4 | 4.1 | 2.6
Cc1ccc(-n2[nH]c(C)c(C=Nc3ccc(Br)cn3)c2=O)cc1 | -0.8 | 1.0 | 2.5 | 20.0 | -0.9 | -2.7 | -1.6 | -1.9 | -5.3
Cn1c(=O)c2c(SCc3ccccn3)nc(C3CC3)nc2n(C)c1=O | -1.4 | -3.9 | 2.4 | 7.9 | -11.5 | 7.7 | -1.6 | 2.3 | 2.6
Cc1cccc(C(=O)NCC(C)NC(=O)c2cccc(C)c2)c1 (stereo unspecified) | -2.2 | -0.6 | 4.8 | -12.0 | 0.0 | 3.6 | 3.3 | -8.3 | 0.7
O=S(=O)(c1cccc(Cl)c1)N1CCN(S(=O)(=O)c2ccc3c(c2)OCCO3)CC1 | . | . | 13.2 | . | 13.1 | -5.0 | 0.0 | . | 0.5
Cc1csc(C(=O)NN)c1N(C)C | 1.1 | 1.2 | -0.7 | 7.4 | 11.6 | -1.5 | 6.3 | 5.5 | 5.2
CC(=O)OC1c2ccccc2C(=O)N1Cc1ccccc1Cl (stereo unspecified) | -0.6 | 3.3 | -0.8 | 7.2 | -7.4 | 3.1 | 7.0 | 1.5 | -1.3
CCOc1ccc(NC(=O)CN(C)C(=O)c2ccccc2CCc2ccccc2)cc1OCC | 0.2 | -0.4 | 8.4 | -2.5 | 6.5 | 6.7 | 7.1 | -6.8 | 5.9
Cc1cccc(NC(=O)c2cccnc2Cl)n1 | 3.3 | 3.2 | 5.6 | 11.4 | 13.8 | -4.6 | -1.0 | -15.9 | -2.9
COc1cccc(CC(=O)N2CCN(c3ccccc3[N+](=O)[O-])CC2)c1 | 6.5 | 2.4 | 4.7 | -1.8 | 18.6 | 1.8 | 1.0 | -17.9 | 6.1
COc1ccccc1NC(=O)Nc1ccc2c(c1)nc(C)n2C | -0.4 | 1.3 | -1.6 | 2.7 | 7.6 | -0.6 | -1.4 | -6.0 | 0.4
CC(=O)OC(C[N+]1(C)CCCCCC1)c1ccccc1 (stereo unspecified) | 1.7 | 2.6 | 8.8 | 0.7 | 1.6 | 3.3 | 6.9 | -6.5 | 7.9
CCOC(=O)c1ccc(N/C=C2/CCCC(C)C2=O)cc1 (stereo unspecified) | 1.1 | 1.7 | 6.1 | 11.4 | 1.1 | 6.5 | 5.5 | 7.4 | -0.1
CCOc1ccc(NC(=O)CSc2nnc(C3CC3)n2C)cc1 | 1.4 | 0.0 | -5.9 | -1.8 | -7.9 | 3.3 | 1.0 | -1.1 | -1.1
O=C(COc1ccc(Cl)cc1Cl)NC(=O)c1ccccc1 | 0.3 | 5.2 | 5.5 | 8.2 | -2.1 | 0.7 | 1.2 | -1.4 | -2.5
Cc1ccc(C(=O)CNc2ccc(C)c(Cl)c2)cc1 | -3.8 | -4.3 | -5.7 | -6.0 | 9.0 | -2.3 | -7.0 | -3.9 | 1.8
Cc1cc(C(=O)N/N=C2\CC(=O)CC(C)(C)C2)n[nH]1 | 6.5 | 9.3 | -1.8 | 3.3 | -3.2 | 0.6 | 5.0 | -6.5 | -1.9
COc1ccc(C(=O)NNC(=O)CCc2nc3ccccc3c(=O)[nH]2)cc1 | . | . | 4.9 | . | 15.4 | -8.1 | -0.2 | . | 2.0
CCOC(=O)c1c(NC(=O)CSc2nnc(-c3c[nH]c4ccccc34)n2CCOC)sc2c1CCCC2 | -9.5 | -8.5 | 0.0 | -0.5 | 21.0 | -4.7 | 14.7 | -7.5 | 4.4
CC(NC(=O)c1ccc(Br)o1)C1CC2CCC1C2 (stereo unspecified) | 1.9 | -4.9 | -15.1 | -8.9 | 2.5 | 2.4 | 1.4 | 8.7 | 17.9
O=C(COC(=O)c1cncc(Br)c1)NCc1ccc2c(c1)OCO2 | -3.1 | -4.4 | 6.8 | 4.4 | 9.3 | 2.9 | 3.8 | -6.4 | 3.8
CC(C)C[C@@H](C(=O)O)N(Cc1cccc(CN([C@@H](CC(C)C)C(=O)O)S(C)(=O)=O)c1)S(C)(=O)=O | -4.2 | -8.4 | 12.9 | -8.8 | 9.4 | 0.3 | -8.6 | -1.1 | 1.0
O=S(=O)(Nc1cccc(Oc2cnccn2)c1)c1ccc(F)cc1 | 2.7 | 0.8 | 11.9 | 0.1 | -4.0 | 4.2 | 4.9 | -3.7 | 12.9
O=C(/C=C/c1cccc([N+](=O)[O-])c1)Nc1cccc(NC(=O)c2ccco2)c1 | -6.5 | -9.8 | 3.2 | 3.6 | 14.3 | -6.0 | 5.2 | 8.6 | 1.7
O=C(CSc1nc2[nH]ncc2c(=O)[nH]1)Nc1ccc(OC(F)(F)F)cc1 | -1.6 | 3.8 | -0.4 | -1.5 | -21.2 | 6.5 | -15.4 | -7.7 | -3.7
COC1=CC(=O)C(O)=C(CCCCCCC/C=C/CCCCCCCC2=C(O)C(=O)C=C(OC)C2=O)C1=O | 56.2* | 50.9* | 41.3* | 7.5 | 15.0 | 101.2* | 95.0* | 10.0 | 94.2*
Cn1ccsc1=NC(=O)c1ccc(S(C)(=O)=O)cc1 | 1.6 | 2.7 | 5.9 | -8.1 | 3.5 | 2.4 | 3.4 | 14.0 | 5.5
CCC[N+](CC#Cc1ccccc1)(CCC)CC(=O)OCC | -4.2 | -2.4 | 0.0 | 19.7 | 0.3 | -6.3 | 1.3 | -0.5 | 4.6
COc1ccc(S(=O)(=O)Nc2ccc(NC(C)=O)cc2)cc1OC | -4.9 | -8.2 | 9.3 | 0.3 | 14.7 | -0.3 | -4.2 | 3.9 | 7.7
Cc1ccc(Cn2c(N)nc3ccccc32)cc1 | -2.0 | 1.6 | -2.7 | -8.0 | -5.8 | 8.1 | 0.5 | -3.1 | 2.7
Cc1ccc(C2=NS(=O)(=O)N(C)C(C(=O)NCc3ccco3)=C2)cc1 | 0.5 | 0.1 | -0.7 | -1.1 | -1.0 | 6.8 | 0.7 | 2.0 | 7.7
COCC(C)NC(=O)/C(=C/c1ccccc1)c1ccccc1 (stereo unspecified) | -1.6 | -3.6 | -2.0 | -10.8 | 4.3 | 0.8 | 3.2 | 5.5 | 4.1
Cc1ccccc1NC1=NC(C)(C)N=C(N)N1 | -2.5 | -8.4 | 0.5 | 11.4 | -7.3 | -1.4 | -4.6 | 2.9 | 0.6
O=C(O)c1ccc(N/N=C/C=C/c2ccc([N+](=O)[O-])o2)cc1 | -11.7 | -4.8 | -10.2 | -2.8 | -2.0 | -15.0 | 7.9 | -5.9 | -9.4
NC(=O)CN1C(=O)C(=O)N(Cc2ccccc2Cl)C1=O | 7.8 | 3.4 | 1.6 | -0.1 | 5.5 | 10.7 | 3.9 | 1.1 | 3.9
c1ccc2c(c1)Cn1c-2nc2ccccc21 | 2.6 | 9.4 | 3.3 | -5.5 | 1.7 | -2.7 | 6.2 | 3.5 | 6.0
O=C(N/N=C/c1cccc([N+](=O)[O-])c1)c1ccc(Br)cc1 | -2.6 | 12.7 | 3.0 | 1.1 | 11.8 | 5.9 | 7.1 | -7.4 | -2.4
Cc1ccc(CSc2nnc(-c3ccccn3)n2C)cc1 | 0.0 | -0.3 | 7.9 | 0.9 | 7.7 | -3.4 | 4.7 | -6.2 | 3.8
CC(=O)N1CCN(c2cc(N3CCCC3)c(F)cc2[N+](=O)[O-])CC1 | 1.6 | 2.3 | -3.7 | 4.4 | 4.7 | -5.8 | 0.9 | -14.7 | 2.6
CCN(CC)c1ccc(NC(=O)c2ccco2)c(C)c1 | -4.6 | 1.1 | 6.2 | -14.2 | 5.0 | 2.3 | 0.1 | -1.8 | -0.8
CN1CCn2c1nc(N1CCOCC1)nc2=O | 3.7 | -0.6 | 3.5 | 16.4 | -1.2 | -4.0 | 3.1 | 8.5 | 1.5
Cc1ccc(/C=N\NC(=O)/C(=C\Nc2nccc(C)n2)NC(=O)c2ccccc2)cc1 | -2.5 | -2.2 | 9.5 | 2.9 | 5.3 | 5.9 | 2.1 | -0.3 | 0.3
